All columns: NCI-60 one-dose screen, growth in % after 48 h at 10 µM unless noted; 100 = growth as untreated, 0 = no growth, -100 = all killed.
MALME-3M: MALME-3M melanoma | 78,000 tested, 5.8% active | AID 1794766
UACC-62: UACC-62 melanoma. 81,000 tested, 5.4% active
HOP-62: HOP-62 NSCLC; 80,000 tested, 3.9% active; AID 1794735
UACC-257: UACC-257 melanoma; 78,000 tested, 4.4% active; AID 1794764
A549/ATCC: A549/ATCC NSCLC | 81,000 tested, 3.7% active | AID 1794740
M14: M14 melanoma | 80,000 tested, 6.2% active
EKVX: EKVX NSCLC. 71,000 tested, 3% active
HOP-92: HOP-92 NSCLC cells. AID 1794738. 71,000 tested, 6.3% active
Numbers without * were called inactive; / = no result given; & = joins results of further samples. How the source made its calls: active means growth percent below 10; inactive means the rest. Outcome played no part in choosing rows; overall some 10% were active at least once.

SMILES	MALME-3M	UACC-62	HOP-62	UACC-257	A549/ATCC	M14	EKVX	HOP-92
CC1(C)C(=O)/C(=C\c2ccco2)C[C@]2(C)[C@H]3CC[C@@H]4[C@@H](C(=O)/C=C/c5ccco5)CC[C@@]4(C)[C@]3(C)CC[C@@H]12	1.3*	12	83	17	97	24	105	18
COc1cc(/C=C/C(=O)c2cc(OC)c(OC)c(OC)c2)ccc1OCc1ccc(F)cc1	68	44	36	80	51	71	51	45
Cn1ccnc1CN1CCSC(C(=O)Nc2ccccc2)C1 (stereo not drawn)	97	88	82	80	84	98	106	89
O=C(/N=C/C(Cl)(Cl)Cl)Nc1ccc(Cl)cc1	103	99	95	101	84	113	98	104
NS(=O)(=O)c1ccc(NC(=O)Nc2nccs2)cc1	100	92	110	111	100	111	98	91
C=C1C(=O)O[C@H]2[C@H]1CC/C(COC(=O)/C=C/c1cccnc1)=C\CC[C@@]1(C)O[C@@H]21	-36*	41	72	29	62	26	43	19
CC(=O)Nc1nc(C)c(C(=O)N/N=C/c2ccco2)s1	176	93	/	105	107	157	103	54
O=C(Nc1ccc(-c2nc3ccccc3s2)cc1N1CCOCC1)c1ccccn1	65	41	46	78	78	/	83	55
Nc1cc2[nH]c(=O)c3ccccc3c2cc1[N+](=O)[O-]	82	67	71	92	66	103	66	37
C/C1=C\CCC2(C)OC2CC2CCC(C)(O)C(CC1)C2(C)C (stereo not drawn)	93	88	101	/	98	99	81	-16*
Cc1ccc(N=Nc2c(N)nn3c(-c4ccc(Cl)cc4)c(-c4nc5ccccc5s4)c(N)nc23)cc1	95	95	96	101	109	102	95	93
CC(=O)c1c(-c2ccc(OC(F)(F)F)cc2)nc2ccccn12	89	105	89	82	63	90	96	91
CSc1ccc(OC(C)=O)cc1C	95	98	79	98	101	101	/	97
Nc1nc2c(s1)Nc1cc(Cl)c(Cl)cc1NC2=O	102	98	99	101	99	96	/	89
C=CCOc1c(Cl)cccc1Cl	100	109	100	97	94	104	104	94
COc1cccc(-c2nn(-c3ccccc3)cc2-c2ccnc(N3CCN(C(=O)Nc4ccc(Cl)c(C(F)(F)F)c4)CC3)c2)c1	61	75	95	90	70	74	46	83
CC(/C=C/c1ccc(Br)cc1)=N\OCC(N)=O	97	100	103	90	92	98	/	/
Cc1nn(-c2ccc([N+](=O)[O-])cc2)c2ncnc(N/N=C/c3cccc([N+](=O)[O-])c3)c12	77	86	83	82	77	79	85	/
O=C(CCC(=O)c1nc2ncccc2[nH]1)NN1C(=O)CSC1c1ccccc1Cl (stereo not drawn)	98	92	93	111	102	103	94	103
COC(=O)C1CCC(NNC(=O)c2ccncc2)=N1 (stereo not drawn)	99	101	103	103	101	109	105	112
O=C(Oc1cc(Cl)ccc1Cl)c1ccccc1	113	102	96	19	99	100	91	84
N#CC1(C#N)C(c2cccs2)NC(c2cccs2)C1(C#N)C#N (stereo not drawn)	99	101	95	/	100	102	94	113
COc1ccc(NC(=S)Nc2nc3c(=O)[nH]nc(-c4ccccc4)c3s2)cc1	105	101	94	105	91	96	87	121
Cc1ccnc2ccc(O)cc12	/	92	96	104	96	108	116	94
CCCc1cc(NC)nc(S(=O)(=O)CC)n1	110	94	110	106	105	100	104	108

Structural class: those above containing a furan ring, fused or not
SMILES	MALME-3M	UACC-62	HOP-62	UACC-257	A549/ATCC	M14	EKVX	HOP-92
CC1(C)C(=O)/C(=C\c2ccco2)C[C@]2(C)[C@H]3CC[C@@H]4[C@@H](C(=O)/C=C/c5ccco5)CC[C@@]4(C)[C@]3(C)CC[C@@H]12	1.3*	12	83	17	97	24	105	18
CC(=O)Nc1nc(C)c(C(=O)N/N=C/c2ccco2)s1	176	93	/	105	107	157	103	54

Part of the list above, showing only MALME-3M, UACC-62 and UACC-257.
compound | MALME-3M | UACC-62 | UACC-257
NS(=O)(=O)c1ccc(NC(=O)Nc2nccs2)cc1 | 100 | 92 | 111
C=C1C(=O)O[C@H]2[C@H]1CC/C(COC(=O)/C=C/c1cccnc1)=C\CC[C@@]1(C)O[C@@H]21 | -36* | 41 | 29

The results go on:
SMILES	MALME-3M	UACC-62	HOP-62	UACC-257	A549/ATCC	M14	EKVX	HOP-92
COc1cc(C(=O)NNC(=O)c2cc(OC)c(OC)c(OC)c2)ccc1O	111	85	88	64	61	97	97	81
CCCCCCCCN(CC)CC	108	103	102	96	104	99	/	99
CCCCCC(=O)C(C)C1(C(=O)OC)NC(=S)NC(=O)C1C#N (stereo not drawn)	100	99	108	107	106	101	103	115
COc1c(N2CC3CCCNC3C2)c(F)cc2c(=O)c(C(=O)Oc3ccc(-c4cssc4=S)cc3)cn(C3CC3)c12 (stereo not drawn)	94	104	105	89	98	103	109	/
O=C1Nc2ccc(F)cc2/C1=C\C(=O)c1ccc(NS(=O)(=O)c2ccccc2)cc1	80	78	103	96	97	91	83	83
Cc1ccccc1Nc1nnc(-c2c[nH]c3ccccc23)o1	34	28	25	50	40	6.2*	20	29
CCOC(=O)CN1CC(C)(C)N(CC(=O)OCC)CC1(C)C	156	95	101	109	110	97	100	/
COc1cc(Cn2cc(C(=O)Nc3cccnc3Nc3ccccc3)nn2)cc(OC)c1OC	106	92	101	104	98	99	92	101
C/C(=N\Nc1ncc(-c2ccc3occc3c2)s1)c1nnn(-c2ccc([N+](=O)[O-])cc2)c1C	103	103	118	106	103	108	99	91
O=C1N(Cc2cccc3ccccc23)c2ccccc2C12NN=C(c1ccccc1)S2 (stereo not drawn)	71	68	63	106	76	65	84	51
CCOC(=O)n1ncc2c(Nc3ccc(NC(C)=O)cc3)ncnc21	95	96	94	91	100	98	97	90
O=C1NC(=S)S/C1=C\c1cn(-c2ccccc2)nc1-c1ccccc1	109	97&25	100&96	105&55	103&28	109&45	110&28	94&20
COc1ccc(-n2nnc3c(sc4ncc(Cl)cc43)c2=O)cc1	94	103	111	101	91	102	/	101
CC1(C)S[C@@H]2[C@H](NC(=O)[C@H](C(=O)O)c3cccs3)C(=O)N2[C@H]1C(=O)O	103	102	105	96	102	102	93	122
CCOC(=O)Nc1ccc2c(=O)n(-c3ccccc3C)c(C)nc2c1	95	86	102	93	97	101	89	/
COc1ccc(SSc2ccc(OC)cc2)cc1	90	98	103	105	102	104	/	85
Fc1c[c-]c(-c2ccccn2)c(F)c1.[CH3-].[Pt+2].c1ccc(P(C[PH+](c2ccccc2)c2ccccc2)c2ccccc2)cc1	-83*	-19*	0.6*	-5.0*	-0.7*	-20*	-12*	-81*
C#CCOC(=O)c1c(Cl)c(Cl)c(C(=O)OCC#C)c(Cl)c1Cl	101	63	88	89	87	79	80	60
CCOC(=O)c1cc(OC(C)=O)c2ccc(OC)c(OC)c2c1	96	103	99	102	98	93	/	64
O=C(O)c1cccc(O)c1C(=O)O	/	93	95	98	88	100	/	93
O=C(CCCCCCCCC(=O)OCCOc1ccccc1)OCCOc1ccccc1	98	103	100	98	97	101	95	92
N#CCSc1nc2ccccc2c(=O)n1CCc1ccc(S(N)(=O)=O)cc1	97	98	100	107	99	101	96	92
CNC(=O)c1c(C)oc2cc(Oc3ncnc4cc(OC)c(OC)cc34)ccc12	104	104	83	87	81	98	113	81
Cc1ccc(C(F)(F)F)cc1N1CCN(C(=O)[C@H]2C[C@H]2c2cccc(S(F)(F)(F)(F)F)c2)CC1	94	64	96	84	61	81	78	66
CC(=O)n1cc(-c2cc3cnc4ccccc4c3oc2=O)c2ccccc21	94	91	89	106	103	102	83	80

Additional compounds follow:
SMILES	MALME-3M	UACC-62	HOP-62	UACC-257	A549/ATCC	M14	EKVX	HOP-92
COc1cc(-c2nc(/C=C3/C(=O)Nc4ccccc43)c3ccccn23)cc(OC)c1OC	74	73	87	71	77	78	102	/
COc1ccc(C(=O)CSc2nc(-c3cccc([N+](=O)[O-])c3)c(C#N)c(=O)[nH]2)cc1	96	95	84	101	101	98	103	97
CCCCCCN(CCCCCC)c1ccc(/C=C2/SC(=O)N(c3nc(N4CCCC4)nc(N4CCCC4)n3)C2=O)c(C)c1	72	53	119	73	54	69	87	-3.1*
Cc1nc(C)c(C(N)=O)s1	98	99	99	100	104	100	95	107
O=NN(C(=O)Nc1ccccc1)c1ccccc1	93	96	97	103	102	98	94	/
CC(C)C1=CC2=C(C=O)C[C@@H]3[C@](C)(CCC[C@@]3(C)C(=O)OCC#CCN3CCCC3)[C@H]2CC1	82	77	85	87	67	76	98	46
C=CC(=O)Nc1cccc(-c2nc(SC)nc(NCc3ccccc3)c2C#N)c1	66	61	74	65	53	71	44	48
O=C(CC(=O)c1ccccc1)Nc1ccc([N+](=O)[O-])cc1	103	62	101	96	88	90	97	71
CCN(c1cc(-c2ccc(CN3CCN(C(=O)CCCCCCCCCC(=O)N[C@H](C(=O)N4C[C@H](O)C[C@H]4C(=O)NCc4ccc(-c5scnc5C)cc4)C(C)(C)C)CC3)cc2)cc(C(=O)NCc2c(C)cc(C)[nH]c2=O)c1C)C1CCOCC1	103	77	127	83	87	108	94	110
O=c1[nH]c2cc(O)ccc2n2cc3c(F)cccc3c12	40	40	21	51	22	25	25	/
Oc1ccc(-c2nnc3c4cc[nH]c4ncn23)cc1	105	106	127	123	95	107	100	/
COc1ccc(C(=O)C[n+]2ccccc2C)cc1	96	101	104	/	84	96	102	101
O=C(O)c1ccc(Cn2c(=O)sn(CCCl)c2=O)cc1	94	92	103	89	84	90	100	108
Cc1ccc(C)n1-c1ccsc1C(=O)NNC(=O)C(Cl)(Cl)Cl	88	89	102	97	100	85	95	102
Cc1ccc(O)c(Cc2ccccc2)c1	143	90	96	94	101	101	116	53
COc1ccccc1[P+](CO)(c1ccccc1OC)c1ccccc1OC	103	81	98	/	/	90	/	/
CCc1ccc(-c2cc(-c3ccc(C)cc3)n(-c3ccc(S(N)(=O)=O)cc3)n2)cc1	87	95	106	94	66	114	87	78
CC(=O)OCc1ccc(C)cc1C	120	102	109	109	99	99	102	83
C[Si](Cl)(Cl)c1ccccc1	97	104	110	96	98	110	/	/
CCc1ccc(/C=C2\N=C(C)N(CCc3ccc(S(N)(=O)=O)cc3)C2=O)cc1	107	102	92	92	96	100	100	104
Cc1cc2c(c(C)c1Cl)C(=O)/C(=C/c1ccc(Cl)cc1)O2	96	92	93	95	93	86	89	94

Among those listed so far, 13 contain a Cl atom.
SMILES	MALME-3M	UACC-62	HOP-62	UACC-257	A549/ATCC	M14	EKVX	HOP-92
O=C(/N=C/C(Cl)(Cl)Cl)Nc1ccc(Cl)cc1	103	99	95	101	84	113	98	104
Cc1ccc(N=Nc2c(N)nn3c(-c4ccc(Cl)cc4)c(-c4nc5ccccc5s4)c(N)nc23)cc1	95	95	96	101	109	102	95	93
Nc1nc2c(s1)Nc1cc(Cl)c(Cl)cc1NC2=O	102	98	99	101	99	96	/	89
C=CCOc1c(Cl)cccc1Cl	100	109	100	97	94	104	104	94
COc1cccc(-c2nn(-c3ccccc3)cc2-c2ccnc(N3CCN(C(=O)Nc4ccc(Cl)c(C(F)(F)F)c4)CC3)c2)c1	61	75	95	90	70	74	46	83
O=C(CCC(=O)c1nc2ncccc2[nH]1)NN1C(=O)CSC1c1ccccc1Cl (stereo not drawn)	98	92	93	111	102	103	94	103
O=C(Oc1cc(Cl)ccc1Cl)c1ccccc1	113	102	96	19	99	100	91	84
COc1ccc(-n2nnc3c(sc4ncc(Cl)cc43)c2=O)cc1	94	103	111	101	91	102	/	101
C#CCOC(=O)c1c(Cl)c(Cl)c(C(=O)OCC#C)c(Cl)c1Cl	101	63	88	89	87	79	80	60
O=C(O)c1ccc(Cn2c(=O)sn(CCCl)c2=O)cc1	94	92	103	89	84	90	100	108
Cc1ccc(C)n1-c1ccsc1C(=O)NNC(=O)C(Cl)(Cl)Cl	88	89	102	97	100	85	95	102
C[Si](Cl)(Cl)c1ccccc1	97	104	110	96	98	110	/	/
Cc1cc2c(c(C)c1Cl)C(=O)/C(=C/c1ccc(Cl)cc1)O2	96	92	93	95	93	86	89	94
